Screening results deposited in PubChem BioAssay by Southern Research Specialized Biocontainment Screening Center.
VEEV TC-83 Vero – inhibitors of VEEV TC-83 cytopathic effect, confirmation, Vero cells (AID 588727); Vero cells, VEEV TC-83 cytopathic effect inhibition; higher % means a stronger effect; one-dose inhibition, % at 20 µM; IC50 in µM for titrated hits; 0.13% of 350,000 active; in the data active = a potency from the dose series; inconclusive = inhibition mostly from about 14% at the one dose, without a potency; inactive = the rest, 99 in 100 with inhibition below about 12%; also: strong numbers were not always called active
influenza NS1A – H1N1 influenza NS1A inhibitors, functional cell based assay (AID 504329). NS1A functional cell-based assay, percent inhibition; higher % means a stronger effect. 0.3% of 340,000 active. inhibition, % at 12.5 µM; hits with a dose series show IC50 in µM; in the data active = a potency from the dose series; inconclusive = inhibition above about 27% without an active follow-up result; also: strong numbers were not always called active
PhoP GFP inhibition – PhoP regulon inhibitors, Salmonella typhi PhoP promoter GFP reporter, confirmatory (AID 1850); Salmonella Typhi PhoP-promoter GFP reporter, fluorescence, 4 h; higher % means a stronger effect; inhibition, % at 50 µM, or IC50 in µM where a hit was titrated; 0.33% of 310,000 active; in the data active = a potency from the dose series; inconclusive = inhibition mostly from about 25% at the one dose, without a potency; inactive = the rest, 99 in 100 with inhibition below about 19%;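 also: 0% = induced wells with vehicle and 100% = uninduced wells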
H37Rv inhibition – M. tuberculosis growth inhibition, HTS (AID 449762) | M. tuberculosis H37Rv growth inhibition, 7H9 media; higher % means a stronger effect | inhibition, % at 25 µM; hits with a dose series show IC50 in µM | 0.59% of 330,000 active; in the data active = a potency from the dose series; inconclusive = inhibition above about 70% without an active follow-up result;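 also: bacterial growth assessed after seven days of incubation; strong numbers were not always called active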
M. tuberculosis – growth inhibition of non-replicating M. tuberculosis (AID 488890); inhibition, % at 25 µM; hits with a dose series show IC50 in µM; 0.39% of 320,000 active; Mycobacterium tuberculosis non-replicating, growth inhibition; higher % means a stronger effect; in the data active = a potency from the dose series; inconclusive = inhibition mostly from about 82% at the one dose, without a potency; inactive = the rest, 99 in 100 with inhibition below about 76%;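 also: plate controls were DMSO cells for no effect and high antibiotic wells for full effect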
VEEV TC-83 Vero 10K pilot screen – also measured in VEEV TC-83 Vero; calls as there; inhibition, %; measured here: 10K pilot screen inhibition
Starred values were filed as active, the others as inactive; i = inactive; ? = inconclusive; . = not tested or not shown. Compounds were not picked by outcome, and some 1.5% of all compounds hit somewhere here.

SMILES	VEEV TC-83 Vero	influenza NS1A	PhoP GFP inhibition	H37Rv inhibition	M. tuberculosis	others
CCN(CC)S(=O)(=O)N1CCC(C(=O)N2CCC3(CC2)OCCO3)CC1	1.5%	-4%	3%	1%	-2%
O=C1c2ccccc2C(=O)N1Cc1nc2ccccc2c(=O)n1Cc1ccco1	.	.	-5%	-5%	-1%
CCOc1ccc(Cn2c(SCCCCC#N)nc3c2c(=O)n(C)c(=O)n3C)cc1OCC	1.4%	4%	-7%	-6%	11%
CCOC(=O)c1nnn(-c2nonc2N)c1-c1ccccc1Cl	1.1%	-7%	7%	2%	-1%
Cc1ccc(-n2c(C)cc(C(=O)OCC(=O)N(CC(C)C)C3CCS(=O)(=O)C3)c2C)cc1 (stereo unspecified)	5.4%	10%	-14%	0%	29%
O=C(O)c1ccc(N=Cc2c(O)n(Cc3ccc(F)cc3)c(=O)[nH]c2=O)cc1	0.3%	-8%	3%	10%	33%
COc1ccc(C(CC(=O)O)NC(=O)COc2ccccc2OC)cc1OC (stereo unspecified)	2.0%	-7%	1%	9%	5%
COc1ccc2[nH]c(=O)c(CN(Cc3ccccc3OC)Cc3nnnn3CC3CCCO3)cc2c1 (stereo unspecified)	2.7%	-10%	1%	-5%	43%
O=C(CSc1nnc(CNC(=O)c2ccc(F)cc2)o1)Nc1ccc2c(c1)OCO2	2.3%	-9%	-12%	-11%	-3%
N#CCCN(C(=O)COC(=O)C1CCN(c2ccc(C(F)(F)F)cn2)CC1)c1ccc(F)cc1	1.9%	0%	-6%	-2%	2%
CN1CC2([N+](=O)[O-])CC=C(Oc3ccccc3)C([N+](=O)[O-])(C1)C2 (stereo unspecified)	5.2%	5%	-6%	.	2%
Cc1ccc2c(c1)NC(=O)[C@@]1(C)[C@@H](c3ccccc3)[C@H]3COc4ccc(Cl)cc4[C@@H]3N1C2=O	0.4%	8%	.	-1%	53%
CCOc1cccc(C2/C(=C(/O)c3ccc4c(c3)CC(C)O4)C(=O)C(=O)N2CCCn2ccnc2)c1 (stereo unspecified)	2.9%	-5%	4%	-7%	-8%
O=S1(=O)C=C(Oc2ccc3ccccc3c2)c2ccccc21	6.6%	-8%	-1%	0%	8%
COCCn1c(SCC(=O)c2ccc(CNC(C)=O)o2)nc2ccccc2c1=O	5.1%	4%	-9%	0%	1%
CCOc1cccc(-c2c(C(=O)N/N=C/c3sccc3C)nnn2-c2nonc2N)c1	9.2%	-3%	-19%	3%	3%
CCOc1ccccc1NC(=O)C12CC3CC(C1)CC(c1ccc(C)cc1)(C3)C2	i	-6%	-3%	30µM*	-7%
Cc1ccc(N2CC(C(=O)Nc3ccc(S(=O)(=O)N4CCCC4)cc3)CC2=O)cc1 (stereo unspecified)	6.5%	2%	6%	-10%	8%
CC(=O)C(Cc1ccc(Cl)nc1)(Cc1ccc(Cl)nc1)C(C)=O	1.2%	0%	0%	0%	6%
O=C(COc1ccc(-c2ccccc2)cc1)N1CCN(C(=O)c2cccs2)CC1	i	0%	4%	?	33%	VEEV TC-83 Vero 10K pilot screen=1.5
C/C=C(\C)C(=O)NCCN1C2=NC[C@H](Cc3ccccc3)N2C[C@H]1Cc1ccc(O)cc1	i	18%	3%	7%	38%
COc1cc(NC(=O)C2CC(=O)NC3=C2C(=O)CC(C)(C)C3)c(OC)cc1Cl (stereo unspecified)	0.7%	3%	1%	-16%	7%
CC(C)(C)[C@H]1COC(=O)CCCC/C=C\C[C@H](CC(=O)NCCO)C(=O)N1	i	11%	.	8%	6%
OC(Cn1cncn1)c1ccc(Cl)cc1Cl (stereo unspecified)	0.5%	-10%	6%	1%	0%
O=C(Nc1nnc(SCC(=O)N2CCCCC2)s1)C1CCCCC1	i	-18%	-11%	-3%	-1%
CN(CCOc1ccc(Cl)c(Cl)c1)Cc1ccccc1	0.2%	-2%	-6%	22%	33%
COc1ccc(S(=O)(=O)N(C)C[C@@H]2Oc3ccc(NS(C)(=O)=O)cc3C(=O)N([C@@H](C)CO)C[C@H]2C)cc1	0.3%	-17%	.	4%	-7%
COc1ccc2nc(NC(=O)CSc3ccccc3)sc2c1	4.6%	-1%	0%	-2%	29%
Cc1nonc1C1CCCN1Cc1nc(-c2ccccc2Cl)oc1C (stereo unspecified)	0.4%	-23%	-2%	10%	37%
Cc1nc2ccccc2n1-c1ccccc1	0.3%	-2%	-4%	-15%	-6%
COCCn1nnnc1CN(CCCN1CCOCC1)Cc1cc2c(C)ccc(C)c2[nH]c1=O	10%	-10%	.	.	.
CCOCC(=O)N1CCN(c2ccc([N+](=O)[O-])cc2)CC1	i	13%	-7%	2%	11%
Cn1nc(C(F)(F)F)c(C(=O)Nc2ccc(F)cc2F)c1Cl	1.8%	-1%	-6%	-3%	-19%
COc1ccccc1NS(=O)(=O)c1ccc(C)c(C(N)=O)c1	4.9%	1%	-2%	-9%	-8%
O=C(NC1CCCC1)c1ccc([N+](=O)[O-])s1	i	2%	-3%	10%	?
O=C1CCN(CCc2ccccc2)CCN1[C@H](CO)c1ccccc1	0.3%	-2%	2%	-3%	21%
O=C(Nc1ccc(NC(=O)c2ccc([N+](=O)[O-])o2)cc1Cl)c1ccco1	0.9%	5%	7%	?	58%
O=C(/C=C/c1ccccc1[N+](=O)[O-])NCc1ccc(Cl)cc1	0.0%	-1%	-3%	0%	-23%
CC(=O)Nc1ccc(S(=O)(=O)N2CCN(C(=O)CCC3CCCC3)CC2)cc1	4.6%	3%	5%	-6%	23%
CS(=O)(=O)N(CC(=O)N1CCOCC1)c1cccc(Cl)c1Cl	0.5%	-2%	9%	5%	5%
O=C(O)CCn1cc(/C=C2/NC(=S)N(c3ccccc3)C2=O)c(-c2ccccc2)n1	2.4%	1%	7%	6%	-18%
COc1cc(/C=N\n2nnnc2N)ccc1OCc1ccc(F)cc1	1.5%	2%	-10%	14%	14%
CCOC(=O)CC(N)c1cccc([N+](=O)[O-])c1 (stereo unspecified)	0.2%	-7%	-14%	3%	-8%
Brc1c(OCCOCCn2cncn2)ccc2ccccc12	i	-2%	-15%	-8%	.
O=C(/C=C/c1ccccc1[N+](=O)[O-])Nc1ccc(S(=O)(=O)Nc2ncccn2)cc1	0.5%	-10%	-10%	-3%	49%
O=c1[nH]c(=O)n(Cc2ccccc2)c(O)c1/C=C1\C=Nc2ccccc21	3.1%	-14%	-22%	4%	.
COc1ccc(NC(=O)C(Cc2cc(C)cc(C)c2)C(C)C(=O)O)cc1 (stereo unspecified)	i	-4%	-1%	0%	-10%
Cc1cc(C(=O)Nc2ccon2)c(C)o1	0.2%	7%	-6%	4%	4%
O=C(O)c1cc(NC(=O)c2cccc(F)c2)cc(NC(=O)c2cccc(F)c2)c1	0.6%	-14%	-4%	4%	13%
Cc1onc(-c2c(F)cccc2Cl)c1C(=O)OCC(=O)N1C(C)CCCC1C (stereo unspecified)	0.5%	3%	.	4%	10%
COc1ccccc1N(CN1CCCC1=O)C(=O)c1ccccc1F	i	-7%	-1%	-8%	-1%
O=S(=O)(Nc1cccc(Cl)c1)c1cccc(-n2cnnn2)c1	1.1%	-14%	.	-5%	16%
Cc1ccc(CNC(=O)c2ccc(N3CCC4(CC3)CC(c3ccccc3)=NO4)c(NC(=O)c3ccco3)c2)cc1	1.1%	3%	-14%	9%	18%
CCNCc1cc([N+](=O)[O-])ccc1OCC	0.4%	-6%	15%	-1%	0%
O=C(c1ccccc1)N1CCN(CC2CC=CCC2)CC1 (stereo unspecified)	i	18%	-1%	-1%	3%
Cc1cccc(N2C(=O)N3[C@H]4c5ccccc5OC[C@@H]4[C@@H](c4ccccc4)[C@@]3(C)C2=O)c1	0.8%	-7%	.	6%	56%
Oc1ccccc1/C=N/Nc1cc(N2CCCC2)nc(N2CCCC2)n1	10%	4%	-16%	?	78%
Cc1ccc(S(=O)(=O)N(C)c2ccc(C(=O)N(C)Cc3nc4ccccc4c(=O)[nH]3)cc2)cc1	3.0%	-3%	.	.	.
CCC1(CC)NC(=S)NC1=S	4.2%	-18%	.	.	.
Cc1ccc(CN2CN(S(=O)(=O)c3cccs3)c3nc4ccccc4nc32)cc1	1.7%	-16%	-5%	1%	57%
Additional structures follow:
SMILES	VEEV TC-83 Vero	influenza NS1A	PhoP GFP inhibition	H37Rv inhibition	M. tuberculosis	others
O=C(Nc1nccs1)C1CCN(S(=O)(=O)c2cccnc2)CC1	2.7%	-1%	.	-8%	9%
CC(=O)NCCNS(=O)(=O)c1ccc(C)c([N+](=O)[O-])c1	0.4%	-3%	-1%	0%	-4%
CC(C)CCN1C(N(C)C)=NC[C@@H]1C	1.2%	1%	10%	2%	-10%
Clc1ccc(OCc2nc3ccccc3[nH]2)cc1	i	-5%	7%	-4%	11%
O=C(c1cc2ccccc2cc1OCC(O)CN1CCCCC1)N1CCCCC1 (stereo unspecified)	0.6%	6%	.	.	.
COc1ccc(NC(C)=O)cc1S(=O)(=O)Nc1ccccc1C(=O)N1CCCC1	1.3%	-3%	-2%	-3%	2%
COC(=O)/C(C#N)=C/c1c(N2CCCCCC2)nc2ccccn2c1=O	i	6%	0%	-10%	11%
CSC1=NSC2=NC(=O)/C(=C/c3coc4ccccc4c3=O)C(=N)N12	1.1%	-1%	6%	3%	-10%
O=C(NC(=S)Nc1cc(Cl)ccc1O)c1cccc(Br)c1	0.4%	0%	-10%	?	?
CC(C)OP(=O)(OC(C)C)C(C)NC(=O)Cc1ccccc1 (stereo unspecified)	0.8%	-6%	-6%	-3%	-5%
CCOC(=O)CSc1ncc(-c2ccc([N+](=O)[O-])cc2)[nH]1	2.4%	-5%	-4%	6%	79%
c1ccc(Nc2ncnc3sc4c(c23)CCC4)cc1	0.3%	-3%	4%	-2%	1%
COCCN(Cc1cc2cc(C)ccc2n2nnnc12)C(=S)Nc1ccccc1C	i	7%	-4%	-5%	-1%
COc1ccc(N2CCN(Cc3cc4c(cc3O)CCC4)CC2)cc1	i	10%	11%	93%	76%
CCn1cc(CN2CCC(n3nccc3NC(=O)c3ccccc3OC)CC2)cn1	1.5%	-4%	-26%	8%	13%
O=C(CCl)N(C/C=C/c1ccccc1)c1ccc2c(c1)OCCO2	11%	-11%	4%	?	?
O=C(CN1CCN(c2cnn(-c3ccccc3)c(=O)c2Cl)CC1)NC1CCS(=O)(=O)C1 (stereo unspecified)	1.7%	-7%	.	.	.
O=S(=O)(c1ccccc1)N1CCC(O)(CN2CCN(c3ccccc3)CC2)CC1	i	-4%	6%	4%	-7%
CN(CC(=O)Nc1ccccc1Cl)C(=O)COC(=O)CSc1ccc(Cl)cc1	0.3%	7%	.	8%	.
CC(C)(C)c1cc(NC(=O)c2ccco2)no1	3.0%	-8%	7%	-10%	16%
C=CCn1c(SCC(=O)Nc2ccc3c(c2)OCO3)nnc1-c1cc(Br)ccc1O	i	-3%	-12%	-11%	12%
Cc1cc(C(=O)N2CCCC(C(=O)c3ccc4ccccc4c3)C2)nn1C (stereo unspecified)	0.1%	0%	12%	3%	11%
CC(=O)NC(CC(=O)OCC(=O)c1cc(C)ccc1C)c1ccccc1 (stereo unspecified)	7.7%	-10%	.	2%	11%
CSc1nnc(Cn2c(=O)sc3ccccc32)n1-c1cccc(Cl)c1	i	11%	3%	3%	7%
CCN(CC)C(=O)CSc1nnnn1-c1ccc(F)c(Cl)c1	0.8%	-4%	-1%	-9%	-6%
CC(C)(C)OC(=O)N1CCCN(C(=O)c2ccc(Cl)cc2)CC1	0.1%	-16%	0%	-2%	12%

Entries shown so far with an NH in an aromatic ring (7):
SMILES	VEEV TC-83 Vero	influenza NS1A	PhoP GFP inhibition	H37Rv inhibition	M. tuberculosis	others
O=C(O)c1ccc(N=Cc2c(O)n(Cc3ccc(F)cc3)c(=O)[nH]c2=O)cc1	0.3%	-8%	3%	10%	33%
COc1ccc2[nH]c(=O)c(CN(Cc3ccccc3OC)Cc3nnnn3CC3CCCO3)cc2c1 (stereo unspecified)	2.7%	-10%	1%	-5%	43%
COCCn1nnnc1CN(CCCN1CCOCC1)Cc1cc2c(C)ccc(C)c2[nH]c1=O	10%	-10%	.	.	.
O=c1[nH]c(=O)n(Cc2ccccc2)c(O)c1/C=C1\C=Nc2ccccc21	3.1%	-14%	-22%	4%	.
Cc1ccc(S(=O)(=O)N(C)c2ccc(C(=O)N(C)Cc3nc4ccccc4c(=O)[nH]3)cc2)cc1	3.0%	-3%	.	.	.
Clc1ccc(OCc2nc3ccccc3[nH]2)cc1	i	-5%	7%	-4%	11%
CCOC(=O)CSc1ncc(-c2ccc([N+](=O)[O-])cc2)[nH]1	2.4%	-5%	-4%	6%	79%
